MITF TRPM1 inh: inhibitors of MITF-dependent TRPM1 promoter reporter, primary screen, cell-based, SK-MEL-5, single point, luciferase. SK-MEL-5 TRPM1 promoter luciferase, 24 h. inhibition, % at 12.5 µM. 330,000 compounds, 0.83% hits;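 active means mean inhibition across replicates of 60% or more, whatever share of single replicates reaches that level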; further: values of inactives mirror those of a sister screen read the other way
NR2E3 ag-1: inhibitors of NR2E3-RetCOR corepressor binding, primary screen, NR2E3 agonist project, biochemical, TR-FRET, GST-NR2E3, biotin-RetCOR. Photoreceptor-specific nuclear receptor (Homo sapiens), Q9Y5X4. 1536-well. inhibition of corepressor binding, % at 4.78 µM. 320,000 compounds, 0.12% hits. AID 2300, 2010;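 active means percent inhibition above the cutoff of mean plus 3 SD of all tested compounds, set per screening campaign, cut at about 20% in these data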;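 further: 0% = DMSO wells and 100% = biotin wells as full block of FRET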
Target sequence (Q9Y5X4 whole entry, looked up): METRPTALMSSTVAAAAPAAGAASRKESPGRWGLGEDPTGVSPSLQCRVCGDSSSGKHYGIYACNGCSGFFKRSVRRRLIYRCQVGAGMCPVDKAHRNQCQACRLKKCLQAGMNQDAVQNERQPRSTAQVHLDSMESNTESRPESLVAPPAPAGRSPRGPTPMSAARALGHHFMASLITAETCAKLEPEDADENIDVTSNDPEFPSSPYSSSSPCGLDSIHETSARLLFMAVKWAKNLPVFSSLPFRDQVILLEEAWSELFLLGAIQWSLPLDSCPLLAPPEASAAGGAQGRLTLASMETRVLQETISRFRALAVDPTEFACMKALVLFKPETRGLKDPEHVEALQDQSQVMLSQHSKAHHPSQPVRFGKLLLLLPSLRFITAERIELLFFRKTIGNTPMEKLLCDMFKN
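Material – GST-tagged NR2E3 plus biotinylated RetCOR corepressor · Quantity – NR2E3 fusion 1.35 nM · Times – 5 h incubation at 4 °C · Medium – pH 7.5 Tris-based buffer · Technique – TR-FRET, Eu(K)-anti-GST donor, streptavidin-D2 acceptor, ex 340, em 617/671 nm · Benchmarks – high control biotin, low control 0.6% DMSO · Format – 1536-well plates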
KKLEB cytotox: cytotoxicity in KKLEB CF airway cells, primary screen, cytotoxicity control for CF NF-kB inhibitor project, cell-based, uHTS, fluorescence assay plates | 360,000 compounds, 0.36% hits | AID 602141, 2011 | KKLEB CF airway cells viability, ATPlite luminescence, overnight; active compounds read low; cells stimulated with P. aeruginosa culture filtrate | activity change (cytotoxicity), % at 5 µM;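 active means corrected activity change at or below -50% at 5 µM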
TROY signal inh: inhibitors of TROY-driven NF-kB signaling, primary screen, Q293 LMP1-TROYcd cells, NF-kB luciferase, uHTS. AID 1347056, 2019. 360,000 compounds, 0.98% hits. Q293 LMP1-TROYcd NF-kB luciferase reporter, 4 h. inhibition, % at 10 µM;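 active means compounds whose plate-normalised and pattern-corrected inhibition of the luciferase reporter signal at the single screening dose is 50% or more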
Shn3 inh set2: reduction of Shn3 3'UTR firefly luciferase signal, primary screen, Schnurri-3 inhibitor project, cell-based, Clone20 osteoblasts, set 2; Clone20 osteoblast Shn3 3'UTR firefly luciferase, 24 h; inhibition, % at 12.5 µM; 360,000 compounds, 0.52% hits;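 active means mean inhibition of at least 75% with every replicate also reaching 75%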;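 further: 0% = median of neutral control wells and 100% = pilot-screen positive control compound; some compounds past the cut are filed as inactive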
HIF-2a block: HIF-2a reporter inhibitors, primary screen, luminescence, 786-0 RCC cells; AID 624352, 2012; 786-0 RCC cells HIF-2a reporter, luciferase luminescence, overnight; inhibition, % at 18.8 µM; 360,000 compounds, 0.72% hits;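 active means inhibition of the luminescence signal of 40% or more relative to plate controls, in a single-dose primary screen at 18.75 µM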
CF NFkB block: inhibitors of PAF-induced NF-kB signaling, primary screen, cell-based, GFP fluorescence, uHTS; KKLEB NF-kB-GFP reporter, GFP fluorescence overnight; inhibition, % at 5 µM; 360,000 compounds, 0.86% hits; AID 588850, 2011;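 active means at least 50% inhibition at 5 µM, scaled per plate between neutral and stimulator controls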;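 further: PAF is a Pseudomonas aeruginosa culture filtrate used as stimulus; plate controls were PAF-stimulated DMSO wells for no effect and unstimulated DMSO wells for full effect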
C8 TRAIL sens: viability loss with TRAIL in NB7+C8 cells, primary screen, TRAIL sensitizer project, cell-based, ATPlite luminescence; inhibition (viability loss, TRAIL sensitization), % at 10 µM; 360,000 compounds, 1% hits; AID 624354, 2012;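 active means compounds causing at least 50% loss of cell viability in the single-dose screen, relative to plate controls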
TWEAK-Fn14 inh: inhibitors of TWEAK-Fn14 signaling, primary screen, luciferase reporter cells, uHTS | TWEAK-stimulated Fn14 reporter cells, luciferase luminescence, 8 h | inhibition, % at 10 µM | 360,000 compounds, 2% hits; in the data active means inhibition above about 50%
NR2E3 ag-2: NR2E3 agonists in two-hybrid cells, primary screen, cell-based, luminescence, CHO-S, Gal4-NCOR/VP16-NR2E3; luciferase; Photoreceptor-specific nuclear receptor (Homo sapiens), Q9Y5X4; 360,000 compounds, 0.35% hits; inhibition of corepressor binding, % at 3.98 µM; AID 602229, 2012;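 active means inhibition above the mean of all tested compounds plus 3 SD, cut at about 70% in these data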;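 further: 0% = DMSO with NR2E3 transfected cells and 100% = cells lacking NR2E3 construct; higher means lower luciferase signal from less NR2E3 corepressor binding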
Peg3 promoter: Peg3 promoter-driven luciferase inhibitors, primary screen, cell-based, HeLa, luciferase luminescence | HeLa PEG-Prom luciferase reporter, overnight | inhibition, % at 20 µM | 360,000 compounds, 1.7% hits | AID 588405, 2011;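 active means inhibition of at least 50% at 20 µM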
* marks the source's active call; other numbers are inactive results; nt = no result given. A portion of the library; rates above refer to the full screens.

SMILES	MITF TRPM1 inh	NR2E3 ag-1	KKLEB cytotox	TROY signal inh	Shn3 inh set2	HIF-2a block	CF NFkB block	C8 TRAIL sens	TWEAK-Fn14 inh	NR2E3 ag-2	Peg3 promoter
COc1cc(OC)c(C2C(C(=O)N3CCOCC3)=C(C)NC3=C2C(=O)CC(C)(C)C3)cc1OC (stereo not drawn)	-3	3	18	-6	12	11	-4	-15	-13	-1	14
CCOC(=O)c1sc2nc(C)nc(NCc3ccc(F)cc3)c2c1C	-5	0	3	3	44	-50	-10	0	4	29	-7
CCOc1ncccc1C(=O)OCC(=O)Nc1cc(S(=O)(=O)N2CCOCC2)ccc1C	8	-1	-6	17	-8	14	9	-3	-4	3	11
CC(=O)Nc1ccc(C(=O)OCc2ccc(Cl)cc2)cc1	-16	2	-10	-8	0	-80	-20	7	-2	-18	-22
CCOC(=O)C1CCN(c2c(NC3CCCc4ccccc43)c(=O)c2=O)CC1 (stereo not drawn)	-5	4	-13	0	-10	11	12	-13	10	-17	4
O=C(CCc1ccc(S(=O)(=O)N2CCOCC2)cc1)Oc1ccccc1	5	1	-10	-4	-2	21	-6	-1	21	9	13
CCOCCCNc1ncnc2c1nc1n2CCCC1	0	nt	8	-4	-17	-8	6	-3	16	4	-10
O=C(CCNC(=O)c1ccc([N+](=O)[O-])cc1)Nc1cccc(S(=O)(=O)N2CCCCCC2)c1	8	2	3	-13	17	-2	-2	12	-30	-3	8
COc1ccc(CCNC(=O)Nc2cccc([N+](=O)[O-])c2)cc1	-20	5	-3	2	22	-10	6	5	-1	-3	-12
COc1ccc(-n2nc(C(=O)N3CCN(c4ccc(F)cc4)CC3)c3ccccc3c2=O)c(OC)c1	8	nt	5	-1	13	24	-4	4	-7	0	21
COC(=O)C1=CO[C@@H](O[C@@H]2O[C@H](CO)[C@@H](O)[C@H](O)[C@H]2O)C2C(CO)=CCC12 (stereo partly drawn)	0	nt	-17	-1	-49	3	4	-2	8	-19	-4
COC(=O)c1ccc(NC(=O)c2ccccc2NS(C)(=O)=O)cc1	-1	-3	-4	-15	-110	-81	9	10	13	-30	-54
Cc1ccc(OCC(=O)c2c[nH]c3ccccc23)c([N+](=O)[O-])n1	-15	2	-1	-49	-9	-159	10	-2	-8	-38	-97
O=C(Cc1cccc2ccccc12)N/N=C/c1ccc2cccc(O)c2n1	-12	1	6	7	-7	14	-16	12	-2	-11	10
COc1ccc2[nH]c(C)c(CCNC(=S)Nc3cc(C)ccc3C)c2c1	2	1	-2	5	58	1	3	27	15	17	13
COc1ccc(NS(=O)(=O)c2cc(NC(=O)Cn3cnc4c3c(=O)n(C)c(=O)n4C)ccc2C)cc1	10	1	-14	20	1	13	-4	9	-19	-7	11
O=S(=O)(Nc1nc2ccccc2s1)c1ccc(Cl)s1	11	2	-8	28	-5	-14	20	-3	12	-10	22
CCOc1ccc(N(C(C)=O)c2nc(C)cc(C)c2C#N)cc1	10	0	8	-11	5	3	5	1	5	11	20
Cc1cc(C)c(S(=O)(=O)N2C=CC(C(F)(F)F)=NCC2)c(C)c1	10	-4	-3	-10	-55	11	12	7	-2	-31	10
Cc1ccc(NC(=S)N(CCC(C)C)C(C)c2ccncc2)c(Cl)c1 (stereo not drawn)	2	-1	8	-6	13	5	1	3	-13	-5	11
CC(C)Cn1c(-c2cc(Br)ccc2F)nc2c1c(=O)[nH]c(=O)n2CC(C)C	-1	2	-8	-36	14	28	5	5	-2	1	19
O=C(CCNC(=O)c1ccccc1Cl)NCC1COc2ccccc2O1 (stereo not drawn)	0	nt	-1	1	-3	-4	22	2	8	19	3
O=C(CNC(=O)c1ccc(C(F)(F)F)cc1)NC1CC1	-14	nt	-6	-9	-9	-7	4	-6	11	-41	-19
O=C(CCC(=O)N1CCOCC1)NCCc1ccc(Cl)cc1Cl	4	0	4	8	4	19	4	-4	-5	-33	12
C=CCn1cc(-c2ccccc2)cc(C#N)c1=O	-18	5	-96*	39	-9	12	8	-11	4	6	1
Carrying on:
SMILES	MITF TRPM1 inh	NR2E3 ag-1	KKLEB cytotox	TROY signal inh	Shn3 inh set2	HIF-2a block	CF NFkB block	C8 TRAIL sens	TWEAK-Fn14 inh	NR2E3 ag-2	Peg3 promoter
CN(C)Cc1c(C(=O)N/N=C/c2ccoc2)nnn1-c1nonc1N	-3	1	8	-16	9	-5	-14	2	12	-27	0
COc1cc(NS(=O)(=O)c2ccc3[nH]c(=O)[nH]c3c2)cc(OC)c1	-13	nt	22	13	21	22	1	-2	-2	12	12
O=c1[nH]c(=O)n(CCCc2ccccc2)cc1-c1ccccc1	-2	nt	16	-8	13	18	-14	-15	6	3	11
Cc1ccccc1N1CCN(Cc2nc(Cc3ccccc3F)no2)CC1	-6	-1	5	-8	4	-13	-12	-6	-8	0	-8
CN(CC(=O)Nc1cc([N+](=O)[O-])ccc1Cl)Cc1ccc(Br)cc1	4	-2	-21	-2	11	29	13	13	18	9	3
NC(=O)N/N=C/c1ccccc1OC(=O)c1cc2ccccc2oc1=O	-18	3	0	-17	-48	-74	-13	-3	-14	-21	-120
O=C(Nc1ccccc1F)C1CCCN(S(=O)(=O)c2ccccc2)C1 (stereo not drawn)	2	1	1	4	62	17	-6	-8	10	1	9
C/C(=N\NC(=O)c1nc(C)cc(C)n1)c1ccccc1	-38	2	-2	-14	-128	-83	0	11	9	-97	-138
CCOc1ccc2nc(SCC(=O)NCC3CCCO3)c(C#N)cc2c1 (stereo not drawn)	-5	-4	4	8	-32	-53	-17	8	9	-32	-17
COCCC(=O)N1CCC(Oc2ccc(C(=O)NCc3cccc(C)n3)cc2)CC1	12	-1	19	11	12	10	-45	-5	18	3	16
Cc1ccc(C(=O)OCC(=O)NC2CC2)cc1S(=O)(=O)N1CCOCC1	-1	1	7	-11	5	1	15	-3	-7	-9	-3
CSc1nc(=S)n(-c2ccc([N+](=O)[O-])cc2)c(C)c1C(C)=O	0	-2	1	3	3	9	7	-8	-10	-32	-8
COc1ccc(Cn2c(=O)oc3ccccc32)cc1	nt	nt	11	-9	-6	0	-13	-10	-34	29	3
CCOC(=O)c1cc(NC(=O)c2ccccc2)c(=O)oc1C(F)(F)F	5	nt	4	5	-10	-12	2	4	-7	-17	5
COc1ccc(CCCc2nnc(SCC(=O)NN)o2)c(C)c1	11	-5	9	-24	-9	19	-1	3	-1	-10	-12
CCOc1ccc(NC(=O)c2cc(S(=O)(=O)N3CCOCC3)cs2)cc1	-1	1	-2	28	19	11	-11	-1	10	8	1
COCCn1c(CCC(=O)O)nc2c1c(=O)[nH]c(=O)n2CC(C)C	1	-1	3	13	-3	3	0	-16	8	7	14
CCSc1sccc1C1C(C#N)=C(N)N(c2cccnc2)C2=C1C(=O)CCC2 (stereo not drawn)	6	1	4	-23	-25	5	-25	-11	-7	7	25
Cn1c(NN)nc2sc3c(c2c1=O)CCC3	2	-3	2	22	10	14	6	-11	13	-8	5
Cc1ccc2c(CC(=O)OCc3nc(N)nc(Nc4ccccc4C)n3)coc2c1	1	3	-5	10	13	16	2	3	-39	-10	-10
C[C@H](NC(=O)Nc1ccc2c(c1)OCCO2)C(=O)O	1	-2	18	5	-12	-6	-10	-17	-1	4	6
COc1ccc(CSC(=S)NNc2ccccc2)cc1	nt	nt	-4	30	13	-88	36	6	-21	-51	5
O=C(CNC(=O)c1cccc(F)c1)OCC(=O)N1CCN(C(=O)c2ccco2)CC1	-15	-2	-2	12	-17	6	24	8	15	-1	-1
CN(c1ccccc1)S(=O)(=O)c1cccc(NC(=O)CN2C(=O)NC3(CCCCC3)C2=O)c1	-5	4	9	-2	13	20	-21	-6	-4	0	1
CC(C1CC1)N(C(=O)NC1CCS(=O)(=O)C1)c1ccccc1 (stereo not drawn)	2	4	-12	10	6	2	11	10	3	-12	4
Following part
SMILES	MITF TRPM1 inh	NR2E3 ag-1	KKLEB cytotox	TROY signal inh	Shn3 inh set2	HIF-2a block	CF NFkB block	C8 TRAIL sens	TWEAK-Fn14 inh	NR2E3 ag-2	Peg3 promoter
CCOC(=O)CCc1c(C)c(C#N)c2nc3ccccc3n2c1-n1ccnc1C	1	-1	-7	5	-10	29	7	-1	-19	26	7
Cc1cnc(NS(=O)(=O)c2ccc(Cl)cc2)c(Br)c1	3	2	-7	1	-13	12	10	-21	-20	-16	14
CCc1ccc(-c2csc(NC(=O)C3=NN(c4ccccc4)C(=O)CC3)n2)cc1	-3	3	-22	51*	7	-71	21	38	74*	0	-38
COc1nc(N)nc(CC(=O)C2CC2)n1	3	1	-1	-32	9	2	1	-5	-8	-18	6
Cc1ccc(-n2[nH]c(C)c(C=Nc3ccc(S(=O)(=O)Nc4nc(C)cc(C)n4)cc3)c2=O)c(C)c1	-14	8	-2	-3	-8	9	-6	-5	22	-10	11
CCCOc1ccc(C(=O)C(CN2CCCC2)c2ccccc2)cc1 (stereo not drawn)	77*	-5	-61*	16	95*	86*	38	10	33	-21	108*
C/C(=N\NC(=S)Nc1cc(S(=O)(=O)N2CCOCC2)ccc1Cl)c1ccc(N2CCOCC2)cc1	5	2	8	1	15	-2	-21	6	-13	-25	16
CN(CC(=O)NC1CCCc2ccccc21)S(=O)(=O)c1ccc2c(c1)c(=O)n(C)c(=O)n2C (stereo not drawn)	7	2	12	7	-1	16	-39	-2	-6	-9	15
Cc1cccc(C)c1NC(=O)CN1CCN(C(=O)CNC(=O)Cc2cccc3ccccc23)CC1	nt	nt	1	23	1	16	15	0	7	-7	-4
Cc1ccc(S(=O)(=O)NCC(=O)NCc2cc(=O)n(C)c(=O)n2C)cc1C	-6	0	-4	-1	-38	3	7	2	-5	-19	6
CC(=O)c1c(N2CCN(c3ccc(F)cc3)CC2)nc(=S)n(-c2ccccc2)c1C	4	-3	9	11	14	0	4	-12	14	-4	6
O=C(Nc1cccc(C(=O)O)c1)/C(=C\c1ccccc1)NC(=O)c1ccc(Br)o1	nt	nt	14	-5	-69	0	-52	-6	-15	16	2

Source: PubChem (several laboratories)
